GSK3A inh: blockers of GSK3A enzyme activity – biochemical, luminescence, cell-free homogeneous, HTS, primary screen; Glycogen synthase kinase-3 alpha (Homo sapiens), P49840; GSK-3 alpha kinase, ADP-Glo luminescence, 60 min; inhibition, % at 10 µM; hit rate 0.1% among 320,000; AID 2650, 2010;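 in the data active means inhibition above about 50%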;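 further: GST-tagged GSK-3 alpha with peptide substrate and 25 µM ATP; 0% = DMSO neutral wells and 100% = GW8510 positive control wells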
RGS4 act: RGS4 potentiators or activators, primary screen, cell-based, HEK293 M3R inducible RGS4, calcium flux; carbachol calcium flux Fluo4; active compounds read low; B-score at 10 µM; hit rate 0.92% among 310,000; AID 463111, 2010;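 active means B-score of the integrated calcium signal more than 4 SD below the library mean, with starting fluorescence not abnormally high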;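 further: negative B-score means reduced calcium response which marks RGS4 activation or potentiation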
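System: HEK293 FlpIn-TREx cells, stable M3R, doxycycline-inducible RGS4. Timing: overnight RGS4 induction, 30 min dye load 37 °C, 20 min compound RT. Also added: carbachol, ECmax concentration. Measured by: Fluo4 fluorescence kinetic imaging of calcium. Evaluation: integrated calcium ratio converted to B score.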
KCNQ1 inh: inhibitors of human KCNQ1 channel, primary screen, cell-based, thallium flux, high-throughput. Potassium voltage-gated channel subfamily KQT member 1 (Homo sapiens), P51787. CHO-K1 KCNQ1, FluxOR thallium flux fluorescence; active compounds read high. B-score at 10 µM. hit rate 1.3% among 310,000;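 active means compounds whose thallium flux B-score, printed positive for inhibition, exceeds three library SD while starting fluorescence stays within three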;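 further: channel opened by potassium depolarization with thallium stimulus after 20 min compound exposure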
PolyA inhibitor: polyadenylation inhibitors in yeast reporter cells, primary screen, luminescence, S. cerevisiae; S. cerevisiae SKY197-pL101 polyadenylation reporter, beta-gal luminescence; efflux-impaired pdr1/pdr3 knockout yeast; score 100 = 6 SD above DMSO; hit rate 0.02% among 300,000; calls only at 12 µM;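 active means lowest replicate activity score at least 50, where 100 means six control SD above control mean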;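 further: yeast exposed to compound for 9 h at 30 °C; higher score means more reporter readthrough which indicates perturbed polyadenylation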
GSK3beta inhib: human GSK3beta kinase inhibitors, primary screen, biochemical, cell-free homogeneous, HTS. Glycogen synthase kinase-3 beta (Homo sapiens), P49841. GST-GSK3beta kinase, ADP-Glo luminescence, 60 min; active compounds read low. activity score (negative = inhibition), % at 10 µM. hit rate 0.038% among 300,000. AID 2097, 2009;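 active means more than half of replicate wells score below -50%, meaning over 50% inhibition versus plate controls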;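 further: 0% = median DMSO wells and -100% = median GW8510 positive control wells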
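Assay system: GST-tagged human GSK3beta kinase, cell-free; Input: 1.6 ng GSK3beta; Medium: Tris/MgCl2 kinase buffer; Timing: 60 min enzyme reaction, room temperature; Signal: ADP-Glo luminescence quantifying ADP generated by kinase; Evaluation: score relative to plate controls; Benchmarks: DMSO neutral wells and GW8510 at 20 µM as positive.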
KCNK9 inh: KCNK9 potassium channel inhibitors, primary screen, HEK293 cells, thallium flux | Potassium channel subfamily K member 9 (Homo sapiens), Q9NPC2 | FluxOR thallium flux fluorescence; active compounds read low | B-score at 10 µM | hit rate 1.2% among 310,000;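 active means ratio B-score over 3 SD below the library mean, with starting fluorescence within 5 SD of its mean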;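 further: negative B-score means less thallium flux so channel inhibition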
Target sequence (Q9NPC2 whole entry, looked up): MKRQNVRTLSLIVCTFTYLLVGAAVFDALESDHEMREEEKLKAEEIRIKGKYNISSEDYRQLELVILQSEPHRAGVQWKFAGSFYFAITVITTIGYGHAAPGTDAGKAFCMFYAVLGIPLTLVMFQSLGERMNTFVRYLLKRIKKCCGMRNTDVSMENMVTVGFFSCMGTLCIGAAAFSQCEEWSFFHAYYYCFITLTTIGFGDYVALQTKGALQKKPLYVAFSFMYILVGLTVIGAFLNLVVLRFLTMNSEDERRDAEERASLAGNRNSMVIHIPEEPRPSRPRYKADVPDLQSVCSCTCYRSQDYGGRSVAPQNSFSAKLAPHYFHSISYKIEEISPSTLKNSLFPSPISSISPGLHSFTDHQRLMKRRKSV
Dyrk1A ADPGlo: rat Dyrk1A kinase inhibitors, primary screen, biochemical, single point, plate reader; Dual specificity tyrosine-phosphorylation-regulated kinase 1A (Rattus norvegicus), Q63470; ADP-Glo luminescence, NFATc1 peptide; inhibition, % at 12.5 µM; hit rate 0.43% among 310,000; in the data active means inhibition above about 50%;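 further: plate controls were vehicle with enzyme for no effect and no enzyme for full effect; many of its hits are not listed in these tables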
hERG rescue: hERG rescue from dofetilide block, primary screen, cell-based, CHO-hERG, FluxOR thallium flux, dofetilide IC70; Voltage-gated inwardly rectifying potassium channel KCNH2 (Homo sapiens), Q12809; hit rate 0.51% among 310,000; activation (rescue from dofetilide block), less the hit threshold, % at 10 µM; dofetilide IC70 present; AID 1511, 2009;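 active means activation above the mean of controls blocked by dofetilide plus 5 SD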;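 further: thallium influx through hERG after potassium depolarization seen as dye fluorescence rise; in these data hits start at about 4.7%; inactives centre near -7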
KCNQ1 act: potentiators or activators of KCNQ1 channel, primary screen, cell-based, thallium flux, high-throughput; Potassium voltage-gated channel subfamily KQT member 1 (Homo sapiens), P51787; B-score at 10 µM; CHO-K1 KCNQ1, thallium flux FluxOR fluorescence; active compounds read high; hit rate 0.35% among 310,000;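 active means fluorescence ratio B-score, a plate-corrected score, at least three library SD, with initial intensity B-score within 5 SD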
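Assay system: CHO-K1 cells stably expressing KCNQ1. Medium: assay buffer for compound exposure, DMSO matched across wells. Timing: 37 °C overnight plating, 90-min dark dye load, 20-min compound pretreatment. Signal: kinetic FluxOR fluorescence, 10 s baseline plus 110 s post-stimulus.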
RGS4 inh: RGS4 inhibitors, primary screen, cell-based, HEK293 M3R inducible RGS4, calcium flux | B-score at 10 µM | Fluo-4 calcium flux; active compounds read high; triggered by carbachol at its EC20 | hit rate 0.45% among 310,000 | Regulator of G-protein signaling 4 (Homo sapiens), P49798;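 active means B-score, a plate-corrected calcium signal, over three deviations above library mean, with baseline fluorescence within five deviations of library mean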;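 further: RGS4 expression induced by doxycycline in cells with stable M3 receptor; B-score is computed from the integrated fluorescence ratio over baseline after carbachol; higher B-score means a larger calcium signal and so more RGS4 inhibition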
Target sequence (P49798 whole entry, looked up): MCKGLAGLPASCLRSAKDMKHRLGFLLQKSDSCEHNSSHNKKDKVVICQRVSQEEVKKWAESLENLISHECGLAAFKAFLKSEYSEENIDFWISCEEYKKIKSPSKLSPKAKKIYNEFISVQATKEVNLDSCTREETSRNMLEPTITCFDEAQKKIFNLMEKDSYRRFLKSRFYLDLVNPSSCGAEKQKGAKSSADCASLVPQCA
KCNK3 inh: human KCNK3 channel inhibitors, primary screen, CHO cells, FluxOR thallium flux, B-score | Potassium channel subfamily K member 3 (Homo sapiens), O14649 | FluxOR fluorescence; active compounds read low | B-score at 10 µM | hit rate 0.84% among 340,000;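 active means B-score under library mean minus 4 SD, starting fluorescence ratio at most library mean plus 5 SD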;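 further: more negative B-score means stronger inhibition of thallium flux through KCNK3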
Target sequence (O14649 whole entry, looked up): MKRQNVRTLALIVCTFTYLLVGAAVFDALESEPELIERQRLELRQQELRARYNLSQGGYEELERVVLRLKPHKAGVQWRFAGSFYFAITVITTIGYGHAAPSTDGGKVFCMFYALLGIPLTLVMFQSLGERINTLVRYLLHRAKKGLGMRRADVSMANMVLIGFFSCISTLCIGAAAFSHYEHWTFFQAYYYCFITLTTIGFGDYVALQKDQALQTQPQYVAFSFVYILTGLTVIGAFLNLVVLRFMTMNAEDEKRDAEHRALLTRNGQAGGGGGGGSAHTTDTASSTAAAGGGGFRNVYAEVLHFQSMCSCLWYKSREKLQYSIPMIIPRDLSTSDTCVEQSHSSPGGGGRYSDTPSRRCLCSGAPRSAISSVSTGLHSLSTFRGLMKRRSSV
Active calls of the source: *; i = inactive; x = no result given. Not all compounds are listed, so the mix of outcomes need not match the whole.

SMILES	GSK3A inh	RGS4 act	KCNQ1 inh	PolyA inhibitor	GSK3beta inhib	KCNK9 inh	Dyrk1A ADPGlo	hERG rescue	KCNQ1 act	RGS4 inh	KCNK3 inh
NC(=O)CCC(NS(=O)(=O)c1ccc(Cl)cc1)C(=O)NCc1ccc(Cl)cc1 (stereo not given)	1	i	i	i	-1	i	x	-9	i	i	i
CCCC(=O)Nc1ccc(C(=O)NNC(=O)c2cccs2)cc1	-2	i	i	i	1	i	-2	-9	i	i	i
Cc1cc(C)n(C(=O)c2ccc(C)c(S(=O)(=O)N3CCOCC3)c2)n1	0	i	i	i	1	i	10	-6	i	i	i
Cc1noc(C)c1S(=O)(=O)N(CC(=O)Nc1ccc2c(c1)OCCO2)c1ccc(C(C)C)cc1	6	i	i	i	1	i	0	-1	i	i	i
Cc1sc2ncnc(N3CCC(C(=O)Nc4cc(Cl)ccc4Cl)CC3)c2c1C	-2	i	11*	i	x	i	-5	-15	i	i	-10*
Cc1sc(N)nc1-c1ccc(Oc2ccccc2)cc1	-1	i	i	i	-2	i	-2	-12	i	i	i
O=c1oc2ccccc2c(NCc2cccc(F)c2)c1[N+](=O)[O-]	x	i	i	i	4	i	7	-8	i	i	i
Cc1ccccc1-n1nc2c(c1NC(=O)CC(C)C)CS(=O)C2 (stereo not given)	-2	i	i	i	4	i	2	-6	i	i	i
O=c1cc(CN2CCOCC2)c2ccc(O)c(O)c2o1	-2	i	i	i	0	i	1	-1	i	i	i
CC(CCc1ccccc1)NC(=O)COC(=O)c1ccc(F)cc1 (stereo not given)	-3	i	i	i	-4	i	-3	-6	i	i	i
O=C(O)CN1C(=O)COc2ccc(S(=O)(=O)N3CCCCCC3)cc21	3	i	i	i	-1	i	4	-5	i	i	i
O=C(Nc1ccccc1C(=O)N1CCOCC1)c1cccnc1	-2	i	i	i	-4	i	1	-2	i	i	i
COc1ccc(NC(=O)CN(C)C(=O)c2n[nH]c3ccccc23)cc1	-1	i	i	i	-1	i	1	-7	i	i	i
CCOC(=O)c1c(C)[nH]c(C(=O)COC(=O)c2ccc(O)cc2)c1C	x	i	i	i	1	i	1	-8	i	i	i
Cc1nc(C)c(C(=O)Nc2ccccc2)s1	-4	i	i	i	-1	i	6	-9	i	i	i
CCC(CO)NCc1ccc(OCC(=O)Nc2cccc(C(F)(F)F)c2)c(OC)c1 (stereo not given)	-1	i	i	i	-4	i	8	-16	i	i	i
COc1cccc(C(=O)CN2CCN(S(=O)(=O)c3cccc([N+](=O)[O-])c3)CC2)c1	2	i	i	i	0	i	-1	-11	i	i	i
Cc1ccccc1NC(=O)N(CCc1nc2ccccc2[nH]1)Cc1ccccc1	-2	i	i	i	3	i	2	-14	i	i	i
CCN(CCn1cccn1)C(=O)CCc1nnc(-c2ccc3c(c2)OCO3)o1	2	i	i	i	0	i	2	-2	i	i	i
CN(Cc1nc2ccc(Cl)cc2[nH]1)Cc1nc(-c2cnccn2)no1	-1	i	i	i	1	i	0	-2	i	i	i
CCOc1ccc(NC(=O)CCNS(=O)(=O)c2ccc3c(c2)CC(C)N3C(C)=O)cc1 (stereo not given)	0	i	i	i	-5	i	2	-13	i	i	i
Cc1ccc(C)c(-c2nnc(NC(=O)Cc3ccccc3)o2)c1	2	i	i	i	3	i	-4	-4	i	i	i
O=C(CCSc1nccn1Cc1ccccc1)N1CCOCC1	-2	i	i	i	-1	i	-2	-7	i	i	i
COC(=O)C1NN=C(C(=O)c2ccccc2)C1c1ccccc1 (stereo not given)	-2	i	i	i	1	i	-1	-9	i	i	i
Cc1cc2cccc(C)c2nc1SCC(=O)N(C)c1nc(-c2ccccc2)cs1	-1	i	i	i	1	i	5	-10	i	i	i
COc1ccc(CCNC(=O)C2CCCN(C(=O)N(C)C)C2)c(OC)c1 (stereo not given)	0	i	i	i	2	i	1	4	i	i	i
COc1cc(Oc2nc(C(F)(F)F)nc3ccccc23)ccc1C=O	-2	i	i	i	0	i	1	-4	i	i	i
CCN(CC)C(=O)CSc1nnc(-n2nc(C)cc2C)c2ccccc12	-2	i	i	i	3	i	-3	-10	i	i	i
Cc1cc(C(=O)N2CCC(Cc3ccccc3)CC2)c(C)o1	-1	i	i	i	-1	i	-8	-12	i	i	i
Cc1ccc(NC(=O)c2ccccc2NC(=O)c2cccnc2)cc1	12	i	i	i	1	i	11	-6	i	i	i
COC(=O)c1cc2c(s1)CS(=O)C2 (stereo not given)	-1	i	i	i	0	i	2	-8	i	i	i
CCOC(=O)Cn1nc(C)c(NC(=O)c2ccc([N+](=O)[O-])c(C)c2)c1C	-2	i	i	i	3	i	-4	-14	i	i	i
O=C(NCCC1=CCCCC1)C1CC(=O)N(C2CCCCC2)C1 (stereo not given)	4	i	i	i	-4	i	-4	-4	i	i	i
COc1ccc(NC(=O)CCS(=O)(=O)c2ccc3c(c2)CCCN3C(C)=O)cc1Cl	-2	i	i	i	0	i	3	-8	i	i	i
Cc1ccc(CN2CC(C(=O)Nc3ccc4c(C)cc(=O)oc4c3)CC2=O)cc1 (stereo not given)	0	i	i	i	1	i	-4	-9	i	i	i
Cc1cc(S(=O)(=O)Nc2nc(CN3CCOCC3)nc3sc4c(c23)CCCC4)ccc1F	-2	i	i	x	4	i	-5	-4	i	i	i
O=C(c1cc(F)c(F)cc1Cl)N1CCCc2ccccc21	8	i	i	i	3	i	12	-7	i	i	i
CC(=O)NCc1cc(-c2nn(C)c(=O)c3ccccc23)ccc1C	x	i	i	i	-1	i	14	-10	i	i	i
Cc1ccc(-n2nnnc2SCC(=O)Nc2ccccc2-c2ccccc2)cc1C	-1	i	i	i	1	i	0	-9	i	i	i
c1cn2c(Nc3ccc4c(c3)OCCO4)c(-c3ccc(N4CCOCC4)cc3)nc2cn1	1	i	i	i	1	i	14	-16	i	i	i
O=C(Nc1ccc(F)cc1)NC1CCN(Cc2c(F)cccc2Cl)CC1	-4	i	i	i	-4	i	x	-3	i	i	i
O=C(CSc1nc2[nH]ncc2c(=O)n1-c1ccccc1)NCc1cccs1	5	i	i	i	-3	i	-5	-14	i	i	i
COc1cccc(/C=N/NC(=O)CCc2ccccc2)c1	0	i	i	i	-4	i	10	-10	i	i	i
Cc1ccc(N(Cc2ccc(C(=O)Nc3ccccc3C(=O)NCc3ccco3)cc2)S(C)(=O)=O)cc1C	-2	i	i	i	3	i	-3	-25	i	i	i
Cc1nnc(SCc2cc(=O)[nH]c(/N=C(\N)Nc3ccccc3)n2)s1	0	i	i	i	2	i	-10	-13	i	i	i
O=C(O)C1CCCN1c1nc(C(F)(F)F)nc2ccccc12 (stereo not given)	-3	i	i	i	-2	i	-6	-6	i	i	i
CNC(=S)N/N=C/c1ccc(-c2cccc(C(=O)O)c2)o1	4	i	i	i	-4	i	62*	-10	i	i	i
CCc1cc(C(=O)N2CCN(c3ncc(C(F)(F)F)cc3Cl)CC2)sc1C	1	i	i	i	-2	i	-2	-8	i	i	i
O=C(NCC(c1cccs1)N1CCOCC1)c1cccnc1 (stereo not given)	-1	i	i	i	1	i	2	-2	i	i	i
CC(C)n1c(=O)[nH]c2cc(C(=O)Nc3ccccc3)ccc21	-7	i	i	i	-1	i	1	-10	i	i	i
COC(=O)c1ccc(-n2nnnc2SCc2ccccc2OC)cc1	-1	i	i	i	x	i	-1	-8	i	i	i
Cc1ccccc1Nc1nc(N)nc(COC(=O)c2ccc(S(=O)(=O)N(C)C)cc2)n1	-2	i	i	i	-1	i	-2	-7	i	i	i
Cc1ccc2cc3cc(C(=O)N4CCCCC4C)oc3nc2c1 (stereo not given)	0	i	i	i	-1	i	3	-8	i	i	i
Oc1ccc(-c2n[nH]c(=S)n2Cc2ccco2)cc1	1	i	i	i	-3	i	21	-13	i	i	i
O=C(O)C1C2C=CC(C2)C1C(=O)NCc1ccccc1 (stereo not given)	-4	i	i	i	2	i	-3	-3	i	i	i
Cc1cc(C)c(C#N)c(SCSCc2ccccc2)n1	-3	i	6*	i	-8	i	3	-18	i	i	-9.7*
Cc1cc(NC(=O)C2C3C(=O)N(c4cccnc4)C(C(=O)NC(C)(C)C)C34C=CC2(C)O4)no1 (stereo not given)	-8	i	i	i	1	i	-7	-1	i	i	i
CN1C(=O)c2cccc(NCCCN3C(=O)c4ccccc4C3=O)c2C1=O	1	i	i	i	-1	i	x	-11	i	i	i
O=C(O)c1ccccc1Sc1ncnc2sc3c(c12)CCC3	-7	i	i	i	1	i	3	-10	i	i	i
CCN(CC)CCN(Cc1cc2cc3c(cc2[nH]c1=O)OCCO3)C(=S)NCCCOC	13	i	i	i	-2	i	3	-7	i	i	i
CCN1CCN(C(c2cccs2)C(C)NC(=O)c2c(F)cccc2F)CC1 (stereo not given)	-1	i	i	i	1	i	1	-3	i	i	i
COC(=O)C1=C(C(=O)OC)[C@@H]2N(C)c3ccccc3[C@@]23C[C@@H](C(=O)OC)N(C(=O)C2CCC2)C3=N1	0	i	i	i	0	i	-1	-5	i	i	i
COc1ccc(NC(=O)COc2nsnc2N2CCOCC2)c(OC)c1	2	i	i	i	0	i	-1	-6	i	i	i

Screening data deposited in PubChem BioAssay by several laboratories.
